Myeloid diff 2 – compounds promoting myeloid differentiation; ER-HoxA9 myeloid progenitors, lysozyme-GFP differentiation, flow cytometry; calls only at 10 µM; hit rate 1% among 360,000;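 active = normalized GFP-positive differentiation at or above the plate's own cutoff, the solvent-only control mean plus 3 SD; inconclusive = no clear call, values can overlap the other calls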;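 note: cells exposed to compound for four days before flow analysis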
NOD2 inhibition – NOD2 signaling inhibitors, cell-based, luminescence, uHTS, HEK293 (AID 1566) | HEK293 NOD2/NF-kB luciferase reporter, luminescence; higher % means a stronger effect | inhibition, % at 4 µM; hits with a dose series show EC50 in µM | hit rate 0.63% among 290,000; note: many of its hits are not listed in these tables
HIV peptide binding – inhibitors of HIV fusion peptide binding, primary screen, biochemical, uHTS, fluorescence dequenching (AID 1986). cell-free peptide binding, fluorescence dequenching, 30 min; higher % means a stronger effect. inhibition, % at 20 µM; hits with a dose series show IC50 in µM. hit rate 0.3% among 290,000; in the data active = inhibition mostly above about 52%, no sharp cut-off; inactive = mostly below about 76%; note: some results filed as inactive read as strong as hits
Lipid droplet – hepatic lipid droplet formation modulation | inhibition, % at 6.5 µM | AML12 mouse hepatocytes, oleate lipid droplets, BODIPY imaging | AID 1656 | hit rate 0.4% among 240,000;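 active = lipid droplet intensity inhibited by at least 50%, with more than 500 cells counted; inconclusive = wells with under 300 cells, treated as cytotoxic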
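Test system: AML12 mouse liver cells; schedule: overnight exposure; technique: high-content imaging of BODIPY-stained droplets and DAPI nuclei; read-out: % inhibition of corrected integrated BODIPY droplet signal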
NS5 inhibitors – flavivirus cap methylation enzyme inhibition – biochemical, confirmation dose response, primary screen (AID 588689); hit rate 0.3% among 340,000; one-dose inhibition, % at 25 µM; IC50 in µM for titrated hits; Dengue-2 NS5 methyltransferase capping enzyme assay, biochemical; higher % means a stronger effect; in the data active = a potency from the dose series; inconclusive = inhibition above about 29% without an active follow-up result
LYP inhibition – inhibitors of LYP phosphatase, biochemical, fluorescence intensity, uHTS (AID 1779). hit rate 0.054% among 290,000. inhibition, % at 11.5 µM, or IC50 in µM where a hit was titrated. recombinant LYP phosphatase, fluorescence intensity; higher % means a stronger effect;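 note: plate controls were vehicle with enzyme for no effect and no enzyme for full effect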
XIAP displacement – small molecules displacing peptide from XIAP – biochemical, IAP family, fluorescence polarization (AID 1018) | XIAP BIR domain, fluorescence polarization peptide displacement; higher % means a stronger effect | displacement, % at 20 µM, or IC50 in µM where a hit was titrated | hit rate 0.007% among 200,000; in the data active = displacement above about 50%; note: a part of the inactive calls stands beside numbers as strong as those of hits
AID2073 – inhibitors of Mint1-CaV2.2 protein interaction, biochemical, HTRF (AID 2073); inhibition, % at 20 µM; hits with a dose series show IC50 in µM; HTRF protein-protein interaction, Mint1-CaV2.2; higher % means a stronger effect; hit rate 0.19% among 290,000; in the data active = inhibition mostly above about 51%, no sharp cut-off; inconclusive = no clear call, values can overlap the other calls; inactive = mostly below about 53%; note: some results filed as inactive read as strong as hits
Siah-1 displacement – Siah-1 peptide-binding antagonists, primary screen, biochemical, fluorescence polarization, rhodamine-plectin, uHTS (AID 1817); Siah-1 / rhodamine-plectin peptide fluorescence polarization; higher % means a stronger effect; displacement, % at 20 µM, or IC50 in µM where a hit was titrated; hit rate 0.02% among 290,000;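 active = displacement of at least 50% at 20 µM, with a fluorescence ratio check between 0.3 and a set limit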;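 note: plate controls were Siah plus tracer with DMSO for no effect and tracer alone without Siah for full effect; strong numbers were not always called active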
Lipid droplet cells 6.5 µM – also measured in Lipid droplet; calls as there; cell count; measured here: cell count, cytotoxicity flag;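 cells counted across two imaged fields per well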
NS5 inhibitors pilot replicate – recorded beside NS5 inhibitors, whose call it bears; inhibition, %; measured here: pilot screen replicate inhibition
Myeloid diff 2 GFP+ MAC1+ % – also measured in Myeloid diff 2; calls as there; GFP+ MAC1+ double positive, %; measured here: differentiation confirmed by MAC1 staining
* = called active by the depositor; i = inactive; ? = inconclusive; . = not tested or not shown; + = active, no number. Cut-off read from the data, not from the text of the source, unless noted: active = inhibition above about 50%; inactive = the rest.

SMILES	Myeloid diff 2	Myeloid diff 2 GFP+ MAC1+ %	NOD2 inhibition	HIV peptide binding	Lipid droplet	Lipid droplet cells 6.5 µM	NS5 inhibitors	LYP inhibition	XIAP displacement	AID2073	Siah-1 displacement	others
O=C(/C=C/c1cccc([N+](=O)[O-])c1)NCCSCc1c(Cl)cccc1Cl	i	0.9	-7%	1.0%	18	647	-5%	0%	-16%	9%	3%
COc1ccc2c(=O)c3c(=O)n(Cc4ccco4)c(-c4ccco4)nc3oc2c1	i	3.6	16%	24%	-2	762	-2%	3%	-3.7%	39%	49%
O=C(CSc1nnc(CNC(=O)c2ccc(F)cc2)o1)NCc1ccc(F)cc1	i	0.8	8%	-2.0%	3	758	3%	-10%	.	13%	4%
O=C(Nc1ccc2c(c1)OCO2)OCc1ccccc1	i	2.4	-88%	0.3%	-4	779	-2%	-5%	-10%	15%	-4%
Cn1c(C23CC4CC(CC(C4)C2)C3)n[nH]c1=S	i	1.3	13%	-1.2%	-3	640	-5%	-6%	-1.1%	-18%	12%
O=C(Nc1nc2ccccc2[nH]1)c1ccc(Cl)cc1	i	0.0	-118%	-2.4%	7	843	-4%	-8%	.	-1%	8%
COc1ccc(NC(=S)N2CCN(Cc3ccc(C)cc3)CC2)cc1	i	0.7	25%	0.8%	-1	689	-12%	1%	-1.3%	-22%	1%
CC(NC(=O)Nc1ccccc1)c1ccccc1 (configuration not stated)	i	2.2	-1%	2.6%	-7	824	-12%	-6%	-0.6%	-3%	0%
Cc1nn(Cc2ccccc2)c(C)c1NC(=O)c1noc2c1CCc1ccccc1-2	i	3.0	5%	2.1%	.	.	-3%	8%	-3.1%	-4%	1%
Cc1noc(C)c1C(=O)Nc1ccccc1-c1ccccc1	i	9.2	4%	-4.3%	7	693	-7%	-4%	0.5%	-2%	-3%
Cc1ccc(C(=O)OC(C)C(=O)NC2CCCCC2C)cc1S(=O)(=O)N1CCOCC1 (configuration not stated)	i	2.1	2%	2.0%	-2	704	-1%	-15%	.	4%	2%
Cn1c(=O)c(C(=O)COC(=O)c2cc(-c3ccco3)nc3ccccc23)c(N)n(CC2CC2)c1=O	.	.	2%	34%	16	731	.	7%	-14%	28%	19%
Cc1ccccc1-n1c(=O)cc(N2CCC3(CC2)OCCO3)[nH]c1=O	i	0.7	3%	2.0%	0	700	-6%	-5%	-3.0%	17%	4%
CC1(C)CC(=O)C2=C(C1)Nc1ccccc1NC2c1ccccn1 (configuration not stated)	i	0.9	-3%	-1.4%	2	817	-3%	-2%	-12%	40%	-4%
CC(C)(C)c1ccc(NC(=O)N2CCCN(c3c(Cl)cncc3Cl)CC2)cc1	i	0.4	1%	-0.9%	-14	726	-5%	1%	.	4%	0%
Fc1ccccc1NC(=S)NC1CCCC1	i	1.1	9%	1.1%	0	881	-2%	-6%	.	-1%	1%
O=[N+]([O-])c1c(Nc2ccccc2O)ccc2nonc12	i	0.8	5%	1.7%	12	730	6%	-1%	-4.4%	-21%	8%
Cn1nc(C(=O)Nc2nc3ccccc3[nH]2)ccc1=O	i	0.2	-33%	0.5%	16	688	-11%	3%	-0.8%	33%	-2%
COc1ccc(CCNC(=O)C2CCN(c3nn4c(=O)cc(C)nc4s3)CC2)cc1OC	i	0.9	0%	-2.1%	4	704	9%	6%	0.2%	-1%	2%
Cc1ccc(S(=O)(=O)N(C)c2ccc(C(=O)Nc3cccc(C)n3)cc2)cc1	i	6.5	27%	-0.1%	26	855	-1%	-7%	.	?	22%
CCOc1ccc(C2CC(c3cccc(OC)c3)Nc3nc(N)nn32)cc1 (configuration not stated)	i	1.2	-4%	-1.4%	-6	633	0%	-2%	-11%	-2%	2%
Clc1ccccc1/C=C/c1nc(-c2cccnc2)no1	i	1.0	-96%	2.2%	1	750	-7%	3%	.	10%	-1%
CCOc1cccc(C(=O)Nc2ccc3[nH]ncc3c2)c1	i	0.8	-52%	0.7%	-9	773	-8%	-6%	.	10%	0%
O=C(CSc1nnc2c(n1)[nH]c1ccccc12)Nc1cccc(S(=O)(=O)N2CCOCC2)c1	i	0.4	21%	-1.3%	-6	665	-5%	-2%	.	-9%	19%
Cc1cccc(NC(=O)NC2CC(=O)N(c3ccc4c(c3)OCCO4)C2)n1 (configuration not stated)	i	0.2	15%	1.1%	-11	704	1%	-8%	2.0%	31%	13%
Next structures:
SMILES	Myeloid diff 2	Myeloid diff 2 GFP+ MAC1+ %	NOD2 inhibition	HIV peptide binding	Lipid droplet	Lipid droplet cells 6.5 µM	NS5 inhibitors	LYP inhibition	XIAP displacement	AID2073	Siah-1 displacement	others
O=c1c2[nH]c3ccccc3c2nc2n1CCS2	i	0.4	-21%	-1.3%	-5	666	-1%	2%	-8.1%	1%	2%
O=C(NCC1CCCO1)/C(=C\c1cccc([N+](=O)[O-])c1)NC(=O)c1ccccc1 (configuration not stated)	i	0.3	25%	1.1%	18	665	-8%	-12%	1.0%	?	-4%
O=[N+]([O-])c1ccc(-c2nc(NCC3CCCO3)c3ccccc3n2)cc1 (configuration not stated)	i	0.6	-11%	20%	2	729	2%	-4%	.	-2%	0%
O=C(Nc1ccc2oc(-c3ccccc3F)nc2c1)c1cncc(Br)c1	i	0.5	-3%	5.1%	3	651	-5%	1%	-10%	31%	9%
COc1cc(S(=O)(=O)NC2CCCCC2)ccc1F	i	7.2	5%	-3.2%	-2	679	1%	-8%	-1.9%	-1%	-2%
CCN(CC)S(=O)(=O)c1ccc(N2CCOCC2)c(NC(=O)c2ccccc2)c1	i	0.3	6%	-1.1%	-1	604	-6%	-5%	-1.3%	-3%	6%
CCOC(=O)c1c(C)[nH]c(C(=O)/C(C#N)=C/c2ccc(OCC)cc2)c1C	+	1.6*	3%	4.9%	-7	487	14%	-3%	-3.4%	1%	-2%
C[C@H](NC(=O)c1nc[nH]c1C(=O)NCC(=O)OC(C)(C)C)C(=O)OC(C)(C)C	i	1.7	24%	-1.5%	-10	676	-4%	-1%	.	1%	14%
COCCSc1nc2sc3c(c2c(=O)n1-c1ccccc1)CCN(C)C3	.	.	10%	-0.4%	-19	774	-8%	-5%	-2.8%	4%	-1%
CCOC(=O)Cn1c(=O)oc2cc(S(=O)(=O)NCCc3ccc(C)cc3)ccc21	i	2.1	-9%	-0.3%	-3	568	-4%	-1%	0.2%	1%	15%
CCN(CC)c1ccc(NC(=O)CSc2nc(C)cc(=O)[nH]2)cc1	i	2.3	10%	-0.3%	.	.	-1%	-11%	-0.1%	-11%	2%
CCCCN(C(=O)CSCc1c(C)noc1C)c1c(N)n(CCC)c(=O)[nH]c1=O	i	3.2	10%	0.1%	1	820	-6%	-6%	.	3%	2%
Cc1nc(Oc2cccc(Cl)c2)c2oc3ccccc3c2n1	i	0.7	15%	-0.8%	0	818	-8%	-7%	-5.1%	-1%	1%
Cc1nc2ccccc2n1CC(O)c1ccccc1 (configuration not stated)	i	1.4	3%	-2.2%	2	842	4%	-7%	.	7%	-5%
O=CN1N=C(c2ccccc2)CC1c1ccccc1[N+](=O)[O-] (configuration not stated)	i	0.3	-5%	-0.3%	10	705	-3%	-7%	0.0%	5%	5%
O=C(N/N=C/c1ccc(F)cc1)c1ccccc1	i	0.8	-67%	0.6%	6	646	-13%	-2%	4.3%	-20%	7%
O=C(c1ccc2c(c1)OCO2)N1CCN(c2ccc(C(F)(F)F)cn2)CC1	i	0.5	6%	-0.9%	-9	688	-5%	-6%	-2.9%	2%	-7%
O=C(CN1C(=O)/C(=C\c2ccc(F)cc2)Oc2ccccc21)N1CCN(c2ccccn2)CC1	i	0.0	-7%	0.1%	-19	519	-1%	-11%	0.5%	20%	6%
O=S(=O)(NC1CCCCC1N1CCC(O)CC1)c1ccccc1 (configuration not stated)	i	0.5	-4%	1.6%	-17	793	4%	33%	.	-9%	0%
Cc1ccc(NC2=C(NCCO)C(=O)c3ccccc3C2=O)cc1	i	0.6	2%	-1.3%	59*	704*	4%	-11%	-4.6%	18%	15%
O=C(N/N=C/c1ccc(N2CCCCC2)o1)C(O)(c1ccccc1)c1ccccc1	.	.	15%	12%	8	673	.	2%	-8.7%	7%	1%
CC(C)NC(=O)CSc1nc(Cc2cccs2)nc2ccccc12	i	6.0	10%	2.3%	-5	700	3%	1%	-6.1%	-1%	3%
Cc1cc2ncn(CC(O)COc3cccc(C(=O)O)c3)c2cc1C (configuration not stated)	i	0.1	-2%	1.7%	9	705	-6%	-4%	-2.8%	5%	0%	NS5 inhibitors pilot replicate=-6.5
Cc1ccc(N2CC(C(=O)Nc3ccc(S(=O)(=O)NCC4CCCO4)cc3)CC2=O)cc1 (configuration not stated)	i	0.9	-9%	-1.5%	-8	543	-5%	-4%	.	5%	-8%
COc1ccc(-c2ccc(/C=C3\C(=O)N(c4ccccc4)N=C3c3ccccc3)o2)c([N+](=O)[O-])c1	i	0.5	9%	21%	.	.	7%	3%	-2.8%	13%	3%
COCCNC(=O)C(c1ccc(OC)cc1)N(CCOC)C(=O)CCC(=O)Nc1nccs1 (configuration not stated)	i	0.5	-6%	0.9%	-13	809	1%	-9%	.	-4%	2%
O=C(CN(c1ccc(F)cc1)S(=O)(=O)c1ccc2c(c1)OCCO2)NCc1cccnc1	i	0.6	19%	-2.3%	5	777	0%	-7%	-1.3%	3%	2%
O=[N+]([O-])c1cc(Br)c(O)c(C=Nc2ccc(N3CCOCC3)cc2)c1	i	0.1	18%	20%	0	686	0%	6%	-12%	37%	42%

In the list so far, these have a nitro group on carbon:
SMILES	Myeloid diff 2	Myeloid diff 2 GFP+ MAC1+ %	NOD2 inhibition	HIV peptide binding	Lipid droplet	Lipid droplet cells 6.5 µM	NS5 inhibitors	LYP inhibition	XIAP displacement	AID2073	Siah-1 displacement	others
O=C(/C=C/c1cccc([N+](=O)[O-])c1)NCCSCc1c(Cl)cccc1Cl	i	0.9	-7%	1.0%	18	647	-5%	0%	-16%	9%	3%
O=[N+]([O-])c1c(Nc2ccccc2O)ccc2nonc12	i	0.8	5%	1.7%	12	730	6%	-1%	-4.4%	-21%	8%
O=C(NCC1CCCO1)/C(=C\c1cccc([N+](=O)[O-])c1)NC(=O)c1ccccc1 (configuration not stated)	i	0.3	25%	1.1%	18	665	-8%	-12%	1.0%	?	-4%
O=[N+]([O-])c1ccc(-c2nc(NCC3CCCO3)c3ccccc3n2)cc1 (configuration not stated)	i	0.6	-11%	20%	2	729	2%	-4%	.	-2%	0%
O=CN1N=C(c2ccccc2)CC1c1ccccc1[N+](=O)[O-] (configuration not stated)	i	0.3	-5%	-0.3%	10	705	-3%	-7%	0.0%	5%	5%
COc1ccc(-c2ccc(/C=C3\C(=O)N(c4ccccc4)N=C3c3ccccc3)o2)c([N+](=O)[O-])c1	i	0.5	9%	21%	.	.	7%	3%	-2.8%	13%	3%
O=[N+]([O-])c1cc(Br)c(O)c(C=Nc2ccc(N3CCOCC3)cc2)c1	i	0.1	18%	20%	0	686	0%	6%	-12%	37%	42%

Assay outcomes as filed in PubChem BioAssay.

This is a subset (hit frequency here may not be typical).
